Compound activity: PubChem BioAssay, Broad Institute
CFTR F508del cor – correctors of CFTR F508del function in bronchial epithelial cells; CFBE cells, YFP halide quenching; stimulated with forskolin plus potentiator P3; % fluorescence drop versus neutral controls; activity (quench increase), % at 7.58 µM; actives 0.36% (n = 350,000);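 active = mean added fluorescence quench of at least 8% versus neutral control, with both replicates also reaching 8%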;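 note: cells transiently co-express mutant CFTR-F508del with the halide-sensitive YFP; corrector assay measuring rescue of mutant channel to the surface after 24 h compound exposure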
GSIS activator – GLuc luminescence reporter in INS-1E cells, primary screen for activators of glucose-dependent secretion of insulin; INS-1E GLuc reporter insulin secretion, 2-3 h; activation, % at 16.6 µM; actives 0.61% (n = 370,000); AID 743287;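 active = lowest replicate activation of at least 40%, so every replicate reaches that level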;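 note: 0% = median of neutral control wells and 100% = median of IBMX positive control wells; some compounds called inactive have numbers as strong as hits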
ARNT-TACC3 inh – disrupts binding between human ARNT and TACC3 | AlphaScreen His-ARNT PAS-B/GST-TACC3 binding, luminescence; TACC3 fragment carries E629A point mutation | Q9Y6A5 | inhibition, % at 9.99 µM | actives 0.66% (n = 390,000) | AID 623870;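 active = mean inhibition of replicates at least 50% and at least half of replicates each reaching 50%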;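 note: 0% = complete ARNT plus TACC3 wells and 100% = ARNT alone without TACC3; many hits fall short of the cut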
XiGFP reactiv – X-chromosome reactivation activator. activation, % at 7.58 µM. XiGFP mouse fibroblasts, % GFP-positive cells imaging, 3 d; cells co-treated with 5-aza-dC sensitizer; scaled so ellipticine positive control = 100%. actives 0.055% (n = 360,000);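 active = mean normalized replicate activation at least 10% and every replicate at or above 10%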;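 note: 0% = median of on-plate neutral control wells and 100% = ellipticine 6 µM median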
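Material: SV40-immortalized XiGFP fibroblast cells, line 68-5-11 | Buffer or medium: DMEM containing 5-aza-dC | Dosing: One concentration, pinned | Times: 3 d treatment, 15 min room-temperature fixation | Controls: Ellipticine 6 µM positive control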
ERp5 block – blocks human ERp5 reductase activity on insulin | AID 651711 | ERp5 insulin aggregation, absorbance 650 nm, 90 min | Q15084 | inhibition, % at 9.99 µM | actives 0.05% (n = 350,000);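 active = mean replicate inhibition above about 25%, with every replicate also reaching it, limit read from the data, passing the limit was not always enough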
Target sequence (Q15084 whole entry, looked up): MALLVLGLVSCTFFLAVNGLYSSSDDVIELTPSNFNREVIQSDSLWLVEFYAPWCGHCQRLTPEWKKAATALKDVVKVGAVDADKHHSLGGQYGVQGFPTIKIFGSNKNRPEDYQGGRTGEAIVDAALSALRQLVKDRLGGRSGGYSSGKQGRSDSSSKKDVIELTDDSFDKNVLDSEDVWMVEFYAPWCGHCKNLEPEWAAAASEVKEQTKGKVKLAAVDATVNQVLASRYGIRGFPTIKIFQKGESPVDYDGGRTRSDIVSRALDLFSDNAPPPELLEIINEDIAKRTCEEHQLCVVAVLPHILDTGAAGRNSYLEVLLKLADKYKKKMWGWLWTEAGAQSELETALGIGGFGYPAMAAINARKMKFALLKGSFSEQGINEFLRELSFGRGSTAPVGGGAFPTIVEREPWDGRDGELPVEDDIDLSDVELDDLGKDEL
PAX8 reporter – inhibitors of PAX8 transcriptional activity in RMG-I cells | RMG-I TPO-luciferase reporter, SteadyGlo, 24 h | inhibition, % at 12.6 µM | actives 1.2% (n = 360,000) | AID 652154;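 active = mean replicate inhibition at least 60% with every replicate also reaching 60%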;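 note: luciferase light reporting Pax8 driven TPO promoter activity; plate controls were median of neutral control wells for no effect and mitoxantrone controls for full effect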
DENV2 CPE rescue – protects cells from dengue virus 2 cytopathic effect | DENV2-infected cells, cytopathic effect rescue, plate reader | CPE inhibition, % at 9.99 µM | actives 1.7% (n = 350,000) | AID 651640; in the data active = CPE inhibition above about 20%, passing the limit was not always enough; tested in BHK-21 cells;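 note: 0% = median of neutral control wells and 100% = median of positive control wells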
EWS-Fli inh – blocks EWS/Fli oncoprotein-driven transcription; actives 0.67% (n = 350,000); A673 NR0B1-luciferase reporter, viability-normalised; inhibition, % at 12.6 µM;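 active = mean inhibition of at least 50% after viability correction, with every replicate also passing that limit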;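 note: firefly luciferase signal divided by Alamar Blue viability fluorescence both relative to DMSO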
Active calls of the source: *; . = no result given.

SMILES | CFTR F508del cor | GSIS activator | ARNT-TACC3 inh | XiGFP reactiv | ERp5 block | PAX8 reporter | DENV2 CPE rescue | EWS-Fli inh
CC(C)C#Cc1cnc2c(c1)C(=O)N([C@@H](C)CO)C[C@H](C)[C@H](CN(C)C(=O)c1cccc(F)c1)O2 | 2.3 | 10.8 | -10.3 | 0.0 | -13.2 | . | 10.0 | 3.7
COc1ccc(CCNC(=O)c2ccc(F)c(S(=O)(=O)N3CCCCC3)c2)cc1 | -3.3 | . | . | -0.2 | 5.7 | 20.3 | -9.0 | 18.5
C/C(=N\NC(=O)Cn1c(-c2ccccn2)nc2ccccc21)c1ccccc1 | -2.7 | 11.5 | 0.8 | 0.3 | -2.1 | -10.9 | 3.5 | 1.6
N#Cc1nc(-c2ccc([N+](=O)[O-])cc2)oc1N1CCCCC1 | 0.6 | -5.3 | 2.4 | 0.0 | 3.9 | 8.2 | -5.0 | -2.8
Cn1nccc1C(=O)NC1CCCc2c1cnn2-c1ccc(F)cc1F (stereo not drawn) | -2.5 | -46.7 | -4.5 | 0.1 | -2.6 | 16.7 | -10.0 | .
CC(C)C(Nc1ccc(S(=O)(=O)N2CCOCC2)cc1[N+](=O)[O-])C(=O)O (stereo not drawn) | -2.9 | -9.7 | 0.8 | 0.1 | 6.3 | -4.2 | -6.0 | 3.0
COc1ccc(C=C2SC(=S)NC2=O)c(OC)c1OC | 4.6 | 11.2 | 17.4 | 0.0 | 2.1 | -3.9 | -0.1 | 14.1
CC(C)(CO)NCC(O)Cn1cc(C=O)c2ccccc21 (stereo not drawn) | -4.0 | . | -6.3 | 0.0 | 4.1 | 5.9 | -1.3 | -5.5
CCN1CCN(CC(=O)Nc2ccc(OC(F)(F)F)cc2)CC1 | -1.4 | 1.2 | 2.1 | 0.0 | -1.8 | -7.8 | 2.5 | -6.5
O=C(C[C@@H]1C=C[C@@H](NC(=O)Nc2ccccc2F)[C@@H](CO)O1)NCc1ccc(F)cc1 | -1.6 | 7.7 | -9.3 | -0.4 | 1.6 | 3.7 | . | 3.4
CC1CCC2(CC1)NC(=O)N(CC(=O)c1ccc(CNC(=O)C(C)(C)C)s1)C2=O (stereo not drawn) | -1.2 | 1.2 | -2.5 | 0.1 | 3.0 | 0.2 | -2.7 | -15.6
O=C(NCC1CCCO1)c1onc(CSc2ccccc2)c1C(=O)O (stereo not drawn) | -2.3 | -6.3 | 1.5 | 0.0 | 1.0 | -3.7 | -2.3 | -4.7

Brought forward from above: 3 entries; new compounds follow.
SMILES | CFTR F508del cor | GSIS activator | ARNT-TACC3 inh | XiGFP reactiv | ERp5 block | PAX8 reporter | DENV2 CPE rescue | EWS-Fli inh
O=C(C[C@@H]1C=C[C@@H](NC(=O)Nc2ccccc2F)[C@@H](CO)O1)NCc1ccc(F)cc1 | -1.6 | 7.7 | -9.3 | -0.4 | 1.6 | 3.7 | . | 3.4
CC1CCC2(CC1)NC(=O)N(CC(=O)c1ccc(CNC(=O)C(C)(C)C)s1)C2=O (stereo not drawn) | -1.2 | 1.2 | -2.5 | 0.1 | 3.0 | 0.2 | -2.7 | -15.6
O=C(NCC1CCCO1)c1onc(CSc2ccccc2)c1C(=O)O (stereo not drawn) | -2.3 | -6.3 | 1.5 | 0.0 | 1.0 | -3.7 | -2.3 | -4.7
NC(=O)c1nsc(C(=O)N(CC(=O)NC2CCCC2)c2cccc(C(F)(F)F)c2)c1N | 0.1 | -11.6 | 2.0 | 0.2 | 0.6 | 11.2 | 11.4 | 2.8
COc1cccc(C2Nc3ccccc3C(=O)N2c2ccc(F)cc2)c1O (stereo not drawn) | -1.4 | -3.6 | -6.3 | -0.1 | -1.5 | -140.2 | 0.1 | -74.3
CC1=C(C(=O)Nc2ccccc2C(=O)NCc2ccccc2)SCCO1 | -1.0 | 1.1 | 12.9 | 0.0 | 8.6 | -5.7 | -0.1 | 7.0
Cn1cnc(S(=O)(=O)N2CC[C@@H]3[C@H](CO)Nc4ccc(-c5ccc(F)cc5)cc4[C@@H]32)c1 | 2.3 | 5.5 | 4.3 | 0.0 | 9.5 | -37.0 | 46.2* | -18.1
CCN(CC)CC#CCC(O)(c1ccccc1)C1CCCCC1 (stereo not drawn) | -2.7 | 9.8 | -5.0 | 0.3 | 0.9 | 13.1 | 0.9 | 4.3
O=C(O)c1cccc2c1C(=O)c1ccc(N3CCN(Cc4ccc5c(c4)OCO5)CC3)cc1S2(=O)=O | 1.1 | -13.0 | . | 0.0 | 3.7 | 12.2 | 7.8 | -5.0
C[C@H](CO)N1C[C@H](C)[C@@H](CN(C)Cc2ccc(C(=O)O)cc2)OCCCC[C@H](C)Oc2ccc(NS(C)(=O)=O)cc2C1=O | -1.9 | 12.5 | -1.9 | 0.6 | 3.3 | 5.2 | -17.7 | 1.0
CCN(C[C@@H]1[C@@H](c2ccccc2)[C@@H](CO)N1CC1CC1)C(=O)c1ccccc1F | -1.5 | 5.8 | . | 0.3 | 2.8 | . | -14.3 | .
OC(c1ccc(F)c(F)c1)c1nc(-c2ccc(Cl)cc2)cs1 (stereo not drawn) | 6.0 | -32.2 | . | 0.0 | 0.8 | -19.4 | 8.5 | -7.6
O=S(=O)(Nc1nc2ccccc2nc1Cl)c1cccc(C(F)(F)F)c1 | 0.2 | -45.3 | 2.6 | 0.2 | -2.8 | 21.2 | -8.0 | 8.5
C[C@@H]1CN([C@@H](C)CO)C(=O)c2cc(-c3cccc(C#N)c3)cnc2O[C@@H]1CN(C)Cc1cncnc1 | -0.1 | 6.7 | -5.3 | 0.3 | 2.3 | . | 4.1 | -6.9
Cc1ccc(S(=O)(=O)N[C@@H](CC(C)C)C(=O)N2CCC(C(=O)N[C@H](C(=O)O)C(C)C)CC2)cc1 | -1.5 | 1.5 | -3.0 | . | 0.8 | . | -6.2 | -12.0
O=C(N[C@@H]1CC[C@@H](CC(=O)N2CCC(Cc3ccccc3)CC2)O[C@H]1CO)c1cnccn1 | -4.5 | -5.1 | 4.6 | -0.2 | -1.7 | 5.0 | -3.2 | -4.6
O=C(COC(=O)c1cccc(S(=O)(=O)NCc2ccccc2)c1)c1ccccc1 | . | -8.4 | -1.3 | 1.2 | . | -19.8 | . | .
Cc1nc(Nc2ccccc2)sc1-c1ccccc1 | . | 28.6 | 29.9 | 0.2 | . | -70.8 | . | .
CN(C)C(=O)c1ccc(-c2ccc3c(c2)[C@@H]2[C@@H](CCN2C(=O)c2ccccc2F)[C@@H](CO)N3)cc1 | 3.5 | 11.4 | 1.4 | 0.4 | . | 2.3 | -21.4 | 8.6
CCOc1cc(C2C3=C(CCCC3=O)Nc3ccc4ncccc4c32)ccc1O (stereo not drawn) | -0.5 | 21.9 | 8.4 | 0.0 | -2.8 | 32.7 | 4.2 | 10.3
CCCc1nc2c3ccccc3ccn2c1Cc1ccc(C)cc1 | -1.2 | -32.2 | . | 0.4 | 2.7 | -149.3 | -19.0 | -83.1
Cc1c(C(=O)N2CCCC2)oc2c1-c1nn(CC(=O)NCCCN3CCCCC3)cc1CC2 | 0.8 | 5.5 | 0.0 | 0.0 | 6.5 | -6.2 | 1.8 | .
COc1cc(NC(=O)c2ccccc2)c(C)cc1NC(=O)CC(CC(=O)O)c1ccccc1 (stereo not drawn) | 0.7 | 9.2 | 3.8 | 0.3 | -0.5 | 10.4 | 1.8 | 11.3
CCOC(=O)N1CCC(NC(=O)c2cc3c(=O)n(C)c4ccccc4c3n2C)CC1 | -1.2 | 0.0 | -5.1 | 0.0 | -0.2 | -12.2 | -2.5 | 1.5
CC1OC(CCc2cccc(Cl)c2)Cc2[nH][nH]c(=O)c21 (stereo not drawn) | 0.6 | . | . | 0.2 | -1.7 | -108.5 | 1.7 | -63.3
COc1ccc(S(=O)(=O)Nc2ccc3c(c2)C(=O)N([C@@H](C)CO)C[C@H](C)[C@@H](CN(C)S(=O)(=O)c2ccccc2)OCCCC[C@@H](C)O3)cc1 | 4.4 | -9.2 | . | 0.2 | . | -14.0 | 15.5 | -0.6
O=C(O)CCC(=O)N1N=C(c2ccc(Br)cc2)CC1c1cccs1 (stereo not drawn) | -0.1 | 5.2 | -2.9 | 0.0 | -1.1 | 20.0 | -4.7 | 2.3
COCC(=O)Nc1ccc2c(c1)C(=O)N(C)C[C@H](OC)[C@H](C)CN(C(=O)c1cnccn1)[C@H](C)CO2 | 1.7 | 1.1 | -2.0 | 0.0 | 6.9 | . | 0.0 | -2.4
CCOC(=O)c1sc2c(c1C)c(=O)n(CCO)c(=O)n2Cc1ccccc1 | 0.5 | 25.1 | -16.0 | 0.1 | -5.5 | 10.2 | 5.1 | 5.9
O=C(Nc1ccc2c(c1)OCCO2)C(=O)NC1CC1 | 3.0 | 3.0 | -5.5 | 0.3 | -3.8 | -62.7 | 9.1 | -43.9
CCCCCCC(=O)N1CCCC(c2nc(-c3cccc(OC)c3)no2)C1 (stereo not drawn) | -0.9 | -23.4 | -18.6 | -0.1 | -1.2 | -10.8 | -3.0 | -31.3
CCOC(=O)c1c(C)n(C)c2cc(Br)c(OC)cc12 | 2.0 | 32.4 | 3.0 | 0.0 | 1.4 | 0.3 | . | 2.1
O=C(COC(=O)c1cc(=O)c2ccccc2o1)NCc1ccc(Cl)cc1 | -6.1 | 14.5 | . | 0.0 | 1.4 | 0.9 | -3.2 | -9.6
Cc1cc(CCNC=O)c(C)c2c1sc1ccccc12 | 0.2 | 26.5 | 1.8 | 0.1 | -5.4 | -5.7 | 18.2 | -17.0
COc1ccc(OC)c(C(=O)NC(CC(N)=O)c2ccc(N3CCC(N4CCCCC4)CC3)c([N+](=O)[O-])c2)c1 (stereo not drawn) | -0.4 | 4.0 | 1.9 | -0.3 | 4.9 | -12.6 | -8.1 | -5.6
Cc1ccccc1S(=O)(=O)NCC[C@H]1CC[C@H](NC(=O)C2CC2)[C@@H](CO)O1 | -1.3 | 9.0 | -3.5 | 0.0 | -3.1 | 2.6 | 8.3 | -1.9
O=C(CN1CCC(NC(=O)c2cccc(F)c2)CC1)NCc1cccs1 | -3.0 | -8.8 | 3.8 | 0.0 | -1.2 | 1.7 | 3.2 | 1.2
COc1ccc(CNC(=O)C(c2ccco2)N(C(=O)Cc2cccs2)c2cccnc2)cc1 (stereo not drawn) | 2.2 | 3.9 | -3.4 | 0.0 | -1.7 | 14.6 | 6.7 | 6.6
CCc1ccc(NC(=O)CSc2n[nH]c(C)c2[N+](=O)[O-])cc1 | . | -12.3 | -1.7 | -0.1 | . | -11.0 | . | .
CCOc1cc(/C=N/NC(=O)CN2CCOCC2)ccc1OCc1ccccc1 | . | 4.4 | -4.8 | 0.0 | . | -15.0 | . | .
CN1CCN(C(=O)[C@H]2[C@H](CO)[C@H]3Cn4c(ccc(C5=CCCCC5)c4=O)[C@@H]2N3S(C)(=O)=O)CC1 | . | 4.0 | -0.3 | 0.5 | -3.1 | . | 0.3 | 10.0
COCC(=O)N1CCC(Oc2ccc(C(=O)N3CCCCC3COC)cc2)CC1 (stereo not drawn) | 1.0 | 8.7 | -9.4 | 0.0 | -0.2 | 7.7 | 2.9 | 0.6
Cc1ccc([N+](=O)[O-])cc1NC(=S)NCCc1ccccc1 | -3.5 | -25.7 | 11.8 | 0.0 | 1.1 | 0.0 | -8.0 | .
Cc1ccc(S(=O)(=O)N2CCC(C(=O)OCC(=O)N3CC(C)CC(C)C3)CC2)cc1C (stereo not drawn) | -1.4 | -13.8 | -5.6 | -0.1 | 2.7 | -11.0 | -2.8 | -1.6
CN1CCN(S(=O)(=O)c2ccc(NS(=O)(=O)c3ccccc3)cc2)CC1 | 2.1 | -50.8 | 7.5 | 0.3 | -9.9 | 5.4 | 1.4 | -3.0
